Screening results as filed in PubChem BioAssay.
GLS inh: inhibitors of human glutaminase (GLS). GLS enzymatic activity, qHTS titration. Potency, µM (top dose mostly 45.5 µM), for inactives: top-dose activity change, negative = inhibition, hits mostly inhibitors. actives 0.21% (n = 410,000). AID 624170; further: potency means the concentration at half of the fitted maximal effect; on the % scale 0 is the no-effect control and ±100 the full control effect
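hKGA in 45 mM KH2PO4 (pH 8.2), 0.02% Tween-20 with compound, then 1mM L-Glutamine (stock as added) plus glutamate oxidase/HRP/Amplex red coupling mix. Fluorescence read initially and after 30 min at RT; signal change reflects glutamate formation.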
PGK inhibitor: blocks T. brucei phosphoglycerate kinase. P07378. PGK/GAPDH coupled, Kinase-Glo luminescence, 60 min. Potency, µM (series often up to 57.5 µM), for the others: at the top dose activity change, negative = inhibition, actives largely listed as inhibitors. actives 0.043% (n = 380,000). AID 602233; further: potency means the concentration at half of the fitted maximal effect; on the % scale 0 is the no-effect control and ±100 the full control effect; nearly all actives have a fitted effect of over 60% in size
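Recombinant glycosomal PGK reaction used 1,3-bisphosphoglycerate generated in-well by GAPDH (100nM final) in 100mM TEA pH 7.6, 5mM MgCl2, 0.01% Tween-20. After 60 minutes at room temperature, ATP was read by Kinase-Glo Plus luminescence end-point.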
BAZ2B inh: inhibitors of human BAZ2B bromodomain; Q9UIF8; AlphaScreen BAZ2B-H3K14Ac peptide displacement; Potency, µM (highest dose often 114 µM), inactives show top-dose activity change, negative = inhibition, usual class: inhibitors; actives 4.4% (n = 360,000); AID 504333; further: potency means the concentration at half of the fitted maximal effect; on the % scale 0 is the no-effect control and ±100 the full control effect; nearly all actives have a fitted effect of over 60% in size
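Protein-peptide AlphaScreen: BAZ2B 50 nM, b-H3K14Ac 50 nM, 1x PBS pH 7.4 + 0.01% Tween-20. Preincubation 30 min RT; cpd 30 min RT (top 110 uM); beads 20 min RT, light-protected.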
Pin1 inh: inhibitors of human Pin1; Q13526; Pin1 FP peptide displacement, HiFluor488, 10 min; Potency, µM (titrated, usually from 115 µM), for the others: at the top dose activity, negative = inhibition, usual class: inhibitors; actives 0.009% (n = 390,000); AID 504891; active means well fitted inhibition curve with a large enough effect in the polarisation, with a control signal flat, not every such curve was filed as active; inconclusive means small, poorly fitted or top-dose-only effect, or effect the other way, or a change in a side signal; inactive means no such curve, though single readings can be large or run the other way; the % refers to the polarisation; further: potency means the concentration at half of the fitted maximal effect; on the % scale 0 is the no-effect control and ±100 the full control effect
JMJD2A Tudor inh: inhibitors of human JMJD2A Tudor domain. AID 504339. actives 4.4% (n = 390,000). Potency, µM (titrated, usually from 114 µM), without a hit: at the highest dose activity change, negative = inhibition, actives largely listed as inhibitors. O75164. AlphaScreen JMJD2A-Tudor / H3K4me3 peptide binding; further: potency means the concentration at half of the fitted maximal effect; on the % scale 0 is the no-effect control and ±100 the full control effect; nearly all actives have a fitted effect of over 50% in size
HP1b chromo inh: inhibitors of HP1-beta chromodomain binding to methylated histone tails. P83916. AlphaScreen HP1-beta / biotin-H3K9me3 peptide binding. Potency, µM (doses to about 114 µM), for the others: at the highest dose activity change, negative = inhibition, actives largely listed as inhibitors. actives 0.56% (n = 390,000). AID 540317; further: potency means the concentration at half of the fitted maximal effect; nearly all actives have a fitted effect of over 70% in size; inactives centre near 23
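AlphaScreen: HP1-beta (50 nM) preformed 30 min with biotin-H3(1-18)K9me3 peptide (50 nM) in PBS pH 7.4, 0.01% Tween-20. Compound added for 30 min at RT, then streptavidin donor/nickel chelate acceptor beads (10 ug/mL) for 30 min.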
PI4K2A block: PI4K2A (human) kinase inhibition | Q9BTU6 | purified PI4K2A, ADP-Glo luminescence, 1 h; stronger effect = lower value | activity change, negative = inhibition, % at 76.9 µM | actives 0.13% (n = 420,000) | AID 1346378; in the data active means activity change below about -50%; inconclusive means mostly about -30% to -49%;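 further: -100% = wells without enzyme as full effect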
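PI4K2A activity was measured by ADP-Glo luminescence: enzyme (4 ug/mL stock) and phosphatidylinositol (1.2 mM stock) in Tris pH 7.5/MgCl2/EGTA/Triton X-100 buffer were reacted with ATP (300 microM stock) for one hour at ambient temperature.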
ERG-DNA inh: inhibitors of human ERG Ets domain-DNA interaction; fluorescence polarization, His-ERG Ets domain / labelled DNA; Potency, µM (titrated, usually from 76.9 µM), for the others: top-dose FP activity, negative = inhibition, actives largely listed as inhibitors; actives 0.028% (n = 370,000); active means well fitted inhibition curve with a large enough effect in the polarisation, with a control signal flat; inconclusive means small, poorly fitted or top-dose-only effect, or effect the other way, or a change in a side signal; inactive means no such curve, though single readings can be large or run the other way; the % refers to the polarisation;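 further: polarization taken with two DNA probes labelled with fluorescein and Texas red; potency means the concentration at half of the fitted maximal effect; % of control where 0% means no effect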
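His-tagged ERG Ets domain (1 uM in the protein solution; 300mM KCl, 50mM Tris-HCl, 1mM EDTA, 1mM DTT, pH 7.5) received compound, then a probe mix of 5 nM fluorescein-DNA and 100nM Texas-615-DNA. Fluorescence polarization was read for both dyes.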
G9a inh: blocks human histone lysine methyltransferase G9a | actives 8.8% (n = 350,000) | G9a H3K9 monomethylation, AlphaScreen, 2 h | Potency, µM (series often up to 102 µM), for inactives: top-dose activity, negative = inhibition, usual class: inhibitors | Q96KQ7 | AID 504332; further: potency means the concentration at half of the fitted maximal effect; on the % scale 0 is the no-effect control and ±100 the full control effect; nearly all actives have a fitted effect of over 75% in size
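Readings reflect AlphaScreen signal from monomethyl-H3K9 antibody detection. HMT at 20 nM; substrate b-H3K9 500 nM; cofactor SAM 20 uM; 2 h RT reaction; compounds tested as titrations in qHTS with 15 min preincubation.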
An asterisk follows results filed as active; i = inactive; u = inconclusive; x = no result given; & = joins results of further samples; [ ] = remark or other dose. Unless noted, the call rests on the fitted dose curve; in most records, active means well fitted curve in the direction sought with a large enough effect; inconclusive means small, poorly fitted or top-dose-only effect, or another doubt; inactive means no such curve, though single readings can be large; an effect the other way counts as inactive or inconclusive.

entry	SMILES	GLS inh	PGK inhibitor	BAZ2B inh	Pin1 inh	JMJD2A Tudor inh	HP1b chromo inh	PI4K2A block	ERG-DNA inh	G9a inh
1	Clc1ccc(-c2cc(CN3CCOCC3)no2)cc1	-1%	-2%	-14%	-9%	-4%	17%	-2	-8%	1%
2	CC1CC(C)CN(c2ncc3c(n2)CC(c2ccc(Cl)cc2)CC3=O)C1 (stereo unspecified)	-5%	3%	5%	-1%	-6%	24%	-3	-1%	0%
3	CCN(CC)P(=O)(/C(Cl)=C\Nc1c(C)n(C)n(-c2ccccc2)c1=O)N(CC)CC	0%	-8%	u	-14%	16µM*	35%[activator]	-5	-3%	32µM*
4	CCN(c1ccccc1)S(=O)(=O)c1ccc(C(=O)N(C)CCc2ccc(OC)c(OC)c2)cc1	-8%	-4%	-15%	-3%	-15%	-10%	-1	3%	-5%
5	COc1ccc(F)cc1S(=O)(=O)NCCc1csc2nc(-c3cccc(C)c3)nn12	-12%	-9%	-6%	-3%	-13%	40%[activator]	2	2%	3%[59 µM]
6	COc1ccc(S(=O)(=O)N(C)CC(=O)Nc2ccc(C(F)(F)F)cc2)cc1Cl	12%	10%	11%	0%	-7%	5%	-3	-14%	28%[59 µM]
7	COCC(C)n1c(C)cc(C(=O)COC(=O)c2c(C)nn(-c3ccccc3)c2C)c1C (stereo unspecified)	1%	12%	u	-4%	u	u	-4	-10%	50µM*
8	CCc1ccc(N(C(=O)Cn2nnc(-c3ccccc3)n2)C(C(=O)NC2CCCCC2)c2ccccn2)cc1 (stereo unspecified)	-1%	i	u	-6%	-28%	-3%	-1	2%	-48%[59 µM]
9	CCOC(=O)c1c(C)c(-c2ccccc2)n(CC(=O)Nc2cccc(C)c2C)c1C	5%	2%	-3%	6%	-16%	22%	-5	-9%	1%[59 µM]
10	COC(=O)c1ccccc1NC(=O)c1cc(OC)cc(OC)c1	2%	-15%	63%[activator]	0%	42%[activator]	88%[activator]	5	5%	12%[12.7 µM]
11	Cc1ccc2cc3cc(C(=O)NCCCN4CCc5ccccc5C4)oc3nc2c1	-2%	1%	-9%	1%	-2%[11.4 µM]	5%	1	-10%	u
12	CC(=O)c1cc2c(cc1NC(=O)c1ccc(C)cc1)OCCO2	1%	-10%	12%	-6%	-19%	25%	0	5%	x
13	Cc1ccc(NC2=C(C(=O)c3ccccc3)N(C)S(=O)(=O)c3ccccc32)cc1	-8%	-10%	25µM*	u	u	u	-1	4%	23%[0.501 µM]
14	Cc1cccc(CCNC(=O)C2CCC(=O)N(Cc3ccccc3F)C2)n1 (stereo unspecified)	-7%	-6%	x	-2%	2%	24%	1	-1%	x
15	COc1cccc(O)c1CN1CCC(n2nccc2NC(=O)c2ccc3c(c2)OCO3)CC1	10%	-10%	-2%	-4%	-24%	8%	-2	-5%	35%
16	C=CCc1cc(/C=N/NC(=O)CSc2nnc(CCCc3ccc(OC)cc3)o2)cc(OC)c1O	2%	-1%	-4%	-3%	7%	44%[activator]	4	-3%	-7%
17	Cc1cccc(OCc2nnc(SCC(=O)N3CCCC3)n2C)c1	24%	4%	10%	-1%	-21%	11%	-2	-1%	u
18	O=C(O)CCc1ccc(-c2cccs2)n1NC(=O)c1ccc(Cl)cc1	u	-4%	-38%	2%	-29%	15%	0	x	-3%[12.7 µM]
19	COc1ccc(NC(=O)CNC(=O)c2nn(-c3ccc(OC)c(OC)c3)c(=O)c3ccccc23)c(OC)c1	10%	4%	6%	5%	-11%	-6%	-2	-3%	17%
20	COc1ccc(-n2nc(C(=O)NCc3ccco3)c3ccccc3c2=O)cc1	-6%	-6%	5%	-1%	2%	10%	-1	-4%	2%
21	O=C(NCCCN1CCC(Cc2ccccc2)CC1)c1ccc2nc(N3CCOCC3)sc2c1	2%	1%	-33%	2%	-22%	31%	0	15%	u
22	O=C(Nc1cccc(Cl)c1)c1ccc(-n2cncn2)c([N+](=O)[O-])c1	x	-7%	-6%	-5%	-23%	4%	5	-6%	6%[12.7 µM]
23	CN1CCC2(CC1)C1CN(C)CC=C1C(C#N)=C(N)C2(C#N)C#N (stereo unspecified)	-7%&-9%	-10%&-2%	u	u	-29%&1%	12%&23%	0&-7	u	u
24	Cc1cccc(C(=O)NCC(=O)OCC(=O)c2cc(C)n(CC3CCCO3)c2C)c1 (stereo unspecified)	-1%	1%	-14%	-6%	-13%[57.1 µM]	4%	-5	2%	3%
25	CCCCN(CCCC)c1ncnc2nc[nH]c12	-8%	-2%	-27%	-8%	-20%	13%	4	1%	30%
26	COc1ccc(CNC(=O)CNC(=O)c2c(C)nn(C)c2Cl)cc1	1%	-4%	-18%	4%	-8%	37%	-5	5%	21%[12.7 µM]
27	O=C(c1cccs1)c1cn(CCOc2ccc(Cl)cc2)c2ccccc12	2%	8%	-10%	-1%	-16%	18%	-1	-1%	-2%[59 µM]
28	COc1ccc(Nc2nnc(Cc3ccncc3)c3ccccc23)c(OC)c1	18%	i	-6%	1%	-23%	28%	2	9%	-3%[0.501 µM]
29	COc1cccc(C(C)NC(=O)Nc2cc(Cl)ccc2OC)c1 (stereo unspecified)	-2%	7%	-29%	0%	1%[57.1 µM]	50%[activator]	2	9%	-3%
30	CCc1ccc(C(=O)CN2C(=O)NC(C)(c3ccc(C)cc3)C2=O)cc1 (stereo unspecified)	-18%	-7%	-11%	-5%	-18%	48%[activator]	4	12%	17%[59 µM]
31	CC(=O)C1=C(c2ccccc2)NC(=O)NC1c1ccc2c(c1)OCO2 (stereo unspecified)	4%	-4%	-6%	-5%	-12%	9%	1	1%	x
32	Cc1ccc(NC(=O)CC2Oc3ccccc3NC2=O)c(C)c1 (stereo unspecified)	1%	-1%	6%	0%	-10%	41%[activator]	7	-2%	u
33	O=C(Cc1ccc(S(=O)(=O)N2CCOCC2)s1)N(Cc1ccccc1)c1ccccc1	2%	-9%	-3%	u	-20%	14%	2	-1%	-23%
34	COc1ccccc1NC(=O)c1ccc(N2CC3CC(C2)c2cccc(=O)n2C3)c(NC(=O)c2ccncc2)c1 (stereo unspecified)	14%	-2%	-14%[57.1 µM]	16%	-12%	30%	-3	-9%	16µM*
35	Cc1ccc(CNC(=O)CCNC(=O)c2ccc(Br)o2)cc1	-13%	-1%	6%	7%	-7%	0%	-4	0%	7%
36	Nc1cc(C(=O)OCC(=O)c2ccc(CC(=O)N3CCOCC3)s2)ccc1Cl	7%	-5%	u	u	-29%	19%	-29	1%	20%[12.7 µM]
37	CCOC(=O)C1(CC2CCCCO2)CCN(C(=O)Nc2ccccc2CC)CC1 (stereo unspecified)	-2%	0%	24%	3%	-10%	37%	10	-5%	22%
38	CC(C)(C)OC(=O)C[C@H]1C/C=C\C[C@@H](CC(=O)N[C@H](CO)Cc2ccccc2)C(=O)NC[C@H](c2ccccc2)OC1=O	-5%	-1%	x	-12%	-11%	27%	1	14%	x
39	Cc1cc(C)c(S(=O)(=O)Nc2ccc3c(c2)CCC3)c(C)c1	-2%	0%	-13%	-5%	1%	46%[activator]	0	12%	0%[59 µM]
40	O=C(CSCc1cccc(Br)c1)N=Nc1c(O)[nH]c2ccccc12	-8%	2%	50µM*	-8%	-18%[57.1 µM]	1%	3	1%	21%[0.0925 µM]
41	O=[N+]([O-])c1cc([N+](=O)[O-])c(Oc2cccc3c2CCCC3)cc1NN1CCCCC1	-1%	5%	x	6%	-34%	0%	-1	11%	x
42	COc1ccc(Nc2nc3ccccc3c(=O)[nH]2)cc1	-3%	2%	-26%	-1%	-13%[11.4 µM]	-4%	-2	16%	79µM*
43	O=C(CCNC(=O)c1ccco1)Nc1nc(-c2ccccc2)cs1	-4%	-3%	x	-3%	u	-11%	-4	4%	x
44	COc1ccc(S(=O)(=O)Nc2ccc3cn[nH]c3c2)cc1[N+](=O)[O-]	-1%	-7%	-38%	-2%	-31%	17%	2	-4%	-21%[12.7 µM]
45	COc1ccc(CCC(=O)NCCc2csc(-c3cccc(F)c3)n2)cc1	7%	i	0%	-10%	-9%	16%[57 µM]	-3	3%	9%[59 µM]
46	COc1ccc(CCNC(=O)c2cc3ccccn3n2)c(OC)c1OC	-5%	-4%	-3%	1%	-2%	31%	1	-11%	3%
47	CC1CCCCN1C(=O)CN1C(=O)c2ccccc2S1(=O)=O (stereo unspecified)	6%	18%	3%	6%	-6%	19%	0	5%	-7%
48	CC1(C(=O)N/N=C/c2ccc([N+](=O)[O-])o2)CC1(Br)Br (stereo unspecified)	0%	-4%	-8%	-6%	-16%	16%	-1	5%	23%[59 µM]
